HCMV inh: human cytomegalovirus inhibition; HFF cells, HCMV-luciferase reporter, 72 h; active compounds read low; activity change, negative = inhibition, % at 57.5 µM; AID 1259415; hit rate 4.5% among 410,000; in the data active means activity change below about -60%; inconclusive means no clear call, values can overlap the other calls; inactive means above about -39%
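Steps: HFFs plated, 16 h 37C; compounds added; HCMV-luciferase added to MOI 1 PFU/cell; 72 h 37C; OneGlo reagent, 5 min room temperature; luminescence read, normalized to controls.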
* = called active by the depositor; ? = inconclusive. On the % scale 0 is the no-effect control and ±100 the full control effect.

SMILES | HCMV inh
Cc1cccc(C(O)c2ncc(-c3ccc4ccccc4c3)[nH]2)c1C (stereo not drawn) | 4.8
COc1ccc(OC)c(CNC(=O)c2[nH]c(C(F)(F)F)nc2-c2ccccc2)c1 | 22.6
O=C(NCc1cccs1)c1ccc2sc(COCCO)nc2c1 | 64.9
O=C(CCCCCN1C(=O)c2cccc([N+](=O)[O-])c2C1=O)NCCc1ccccc1 | -26.1
CN(C)c1cccc(CNC(=O)c2csc([C@@H]3O[C@H](CO)[C@H](O)[C@H](O)[C@H]3O)n2)c1 | 17.9
c1ccc(COc2ccc(-c3cc4nc(NCCN5CCOCC5)ccn4n3)cc2)cc1 | -62.5*
CCN(C)C1CN(Cc2cn(CCCOC)nn2)S(=O)(=O)C1 (stereo not drawn) | -29.9
O=C1C(n2ccc3ccccc32)c2cc(OC(F)(F)F)ccc2N1Cc1ccc(C(F)(F)F)cc1 (stereo not drawn) | -88.8*
COc1ccc(-c2cc3nc(NCCCN(C)C)n(C)c(=O)c3s2)c(C)c1 | -19.1
O=C1NCN(c2ccccc2)C12CCN(C(c1ccccc1)c1nnnn1-c1ccc3c(c1)OCCO3)CC2 (stereo not drawn) | ?
CC1(C(=O)NS(=O)(=O)c2cccc(Cl)c2)CCN1C(=O)C1(c2ccccc2)CC1 (stereo not drawn) | -4.9
N#Cc1cccc(-c2ccc3c(c2)COCC(=O)N3CCN2CCOCC2)c1 | -10.9
CCOC(=O)[C@@H]1[C@H]2COc3ccccc3[C@@H]2N2C(=O)N(c3ccc(Br)cc3)C(=O)[C@@]12C | -16.6
C#CCNC(=O)C[C@@H]1C[C@@]2(C(=O)OCC)CCCC=C2N(Cc2ccccc2)C1=O | 25.8
Cc1cnc(C2OCCO2)c2cccc([N+](=O)[O-])c12 | -19.1
O=C(NCc1cc(Cl)cc(Cl)c1)c1csc(COCCO)n1 | -0.8
Cc1cc2nc(-c3cc4ccccc4[nH]3)c(=O)n(/C=C(/c3ccccc3)n3c(=O)[nH]c4ccccc43)c2cc1C | 10.1
CC(C)COC(=O)N1CCCCC1c1cc(C(=O)NCc2ccccc2)no1 (stereo not drawn) | -7.9
Nc1nc(Cl)nc2c1ncn2C1CCC(CO)O1 (stereo not drawn) | 51.7
Cc1cn([C@H]2C[C@H](O)[C@@H](CNC(=O)[C@@H]3CCCN3Cc3ccccc3)O2)c(=O)[nH]c1=O | -8.0
CCCNC(=O)C1(C)CCN1C(=O)C/C=C/c1ccccc1 (stereo not drawn) | 96.5
CCN(CC)C(=O)c1cccc(-c2csc(C(NC(C)=O)c3cccc(OC)c3)n2)c1 (stereo not drawn) | 9.2
COc1ccc([C@H]2N[C@]3(CCCN(Cc4ccc(Br)cc4)C3=O)[C@H]3C(=O)N(Cc4ccccc4)C(=O)[C@@H]23)cc1 | -19.3
NC(c1csc(NC(=O)c2cccc(OC(F)(F)F)c2)n1)c1ccccc1Cl (stereo not drawn) | 15.5
CC(C)C[C@@H](CN1CCC[C@H]1CN1C(=O)C(=O)NC[C@@H]1Cc1ccccc1)N1C[C@H](Cc2ccc(O)cc2)N(CC2CCCCCC2)C(=O)C1=O | -103.0*
COCCN1CCN(c2nc(C(=O)Nc3ccc(F)c(Cl)c3)cs2)C1=O | -17.8
Cc1noc(C)c1S(=O)(=O)Nc1ccc2c(c1)C(=O)N([C@@H](C)CO)C[C@@H](C)[C@@H](CN(C)CC1CCCCC1)OCCCC[C@@H](C)O2 | -14.5
Cc1ccc([C@H]2C[C@H](O)[C@@H](n3cc(C4CC4)nn3)CN2Cc2cccs2)cc1 | 12.9
CCC(=O)N1CCC1(C)C(=O)Nc1ccc(C)c(C)c1 (stereo not drawn) | 33.7
COc1ccccc1Cc1c(-c2ccc(OC)c(OC)c2)nc2cc(C)c(Br)c(C)n12 | 7.2

Pulled by compound from the list above, 5 records:
SMILES | HCMV inh
Cc1cnc(C2OCCO2)c2cccc([N+](=O)[O-])c12 | -19.1
O=C(NCc1cccs1)c1ccc2sc(COCCO)nc2c1 | 64.9
Nc1nc(Cl)nc2c1ncn2C1CCC(CO)O1 (stereo not drawn) | 51.7
N#Cc1cccc(-c2ccc3c(c2)COCC(=O)N3CCN2CCOCC2)c1 | -10.9
CCC(=O)N1CCC1(C)C(=O)Nc1ccc(C)c(C)c1 (stereo not drawn) | 33.7

(next part)
SMILES | HCMV inh
COc1ccc(C(=O)C2CCCN(C(=O)c3csc(SC)n3)C2)cc1F (stereo not drawn) | -2.4
CCCCNc1c(-c2ccc(F)cc2)nc2nc(C)cc(C)n12 | 20.8
CCCCCCCCSC1=CC(=O)C(OC)=C(OC)C1=O | -87.3*
OC[C@@H]1CN(Cc2ccc3c(c2)OCO3)C[C@H](n2cnc3c(N4CCN(c5ccccc5)CC4)ncnc32)O1 | -16.2
CCN(CC)C(=O)C1=C(C)N(Cc2ccccc2)C(=O)C(CC(=O)NCCCCc2ccccc2)C1 (stereo not drawn) | -16.5
Cc1cc(OCC(=O)OCC(=O)N2CCCCC2)ccc1Cl | 11.9
COc1cc(OC)nc(Nc2nc(C(N)Cc3ccc(C(F)(F)F)cc3)cs2)n1 (stereo not drawn) | -85.2*
CC1=C(C(=O)N(C)C)CC(CC(=O)NCc2cccs2)C(=O)N1CCC1=CCCCC1 (stereo not drawn) | 3.5
COCCNc1nc(NCCNC(C)=O)c2sc(-c3ccccc3)cc2n1 | 28.2
COc1ccc(OC(F)(F)F)cc1CC1(C)C(=O)Nc2cccc(Cl)c21 (stereo not drawn) | -19.5
Cc1ccc(S(=O)(=O)NC(=O)ON=Cc2ccc3c(c2)OCO3)cc1 | -97.7*
CC1=CC(=O)C2(C)C(C)=C(C)C12C (stereo not drawn) | 63.0
Cc1cc(C)c(NC(=S)NC(=O)c2ccccc2)cc1C | 34.2
Cc1cc(NC(=O)C2(C)CCN2C(C)C)c2ccccc2n1 (stereo not drawn) | 10.9
CC1CCCC(NC(=O)CCCCCn2c(=S)[nH]c3ccsc3c2=O)C1C (stereo not drawn) | -3.3
CCC(=O)N1CCCC(C)(C(=O)Nc2ccc(OC(F)F)cc2)C1 (stereo not drawn) | -9.5
CN1CCN(C(=O)c2ccc(S(=O)(=O)N(C)c3ccccc3)cc2)CC1 | -19.2
CCCCCCCCC(c1nc2ccccc2[nH]1)N1CCN=C1c1cc2ccccc2[nH]1 (stereo not drawn) | -102.8*
C[C@H]1CN([C@@H](C)CO)C(=O)CCCn2cc(nn2)CO[C@@H]1CN(C)C(=O)Nc1ccc(C(C)(C)C)cc1 | 1.1
OCc1ccccc1-c1ccc2nncn2c1 | 70.3
CC1=C(C(=O)N2CCOCC2)CC(CC(=O)NCCCCc2ccccc2)C(=O)N1CCCN1CCCC1=O (stereo not drawn) | -1.7
O=C1NC[C@H](Cc2ccc(O)cc2)N(C[C@@H]2CCCN2C[C@H](Cc2ccccc2)N2C[C@H](Cc3ccccc3)N(CC3CCCCCC3)C(=O)C2=O)C1=O | -28.1
COc1ccc(C(O)c2nc(-c3ccoc3)cs2)cc1 (stereo not drawn) | -11.9
CCC[C@H]1CN(c2ccc(Br)cc2)C(=O)[C@@H]1CC(=O)NC | -20.3
COC(=O)CCCn1cc(CN(C)C2CN(Cc3cn(CCCC(=O)OC)nn3)S(=O)(=O)C2)nn1 (stereo not drawn) | -4.4
O=C(NCc1ccncc1)c1csc([C@@H]2O[C@H](CO)[C@@H](O)[C@H]2O)n1 | 14.9
CC(C)c1cc(Cn2c3ccccc3c(=O)n2C(C)Cn2cc(C3=CCCCC3)nn2)on1 (stereo not drawn) | 2.3
CC1CCCCC1NC(=O)CCn1c(=S)[nH]c2ccccc2c1=O (stereo not drawn) | -38.0
COc1ccc([C@H]2CC(=O)C[C@@H](CCn3cc(CCc4ccccc4)nn3)O2)cc1 | -29.7
O=C(NCc1ccc2c(c1)OCO2)[C@H]1[C@H](CO)[C@H]2Cn3c(cccc3=O)[C@@H]1N2Cc1ccccc1 | -8.7
COc1ccc(Cl)cc1-c1cc(C(=O)N[C@H](C)c2ccccc2)[nH]n1 | -26.1
O=C(c1[nH]c(C(F)(F)F)nc1-c1ccccc1)N1CCC(C(O)(c2ccccc2)c2ccccc2)CC1 | 16.2
CCN(CC)C(=O)C1=C(C)N(Cc2ccc(F)cc2)C(=O)C(CC(=O)NCc2cccc3ccccc23)C1 (stereo not drawn) | 15.7
CCc1nc2c(OCCn3cccc3)cccn2c1N(C)C(=O)CC(C)C | -2.3
C[C@H]1CN([C@@H](C)CO)C(=O)CCCn2nncc2CO[C@@H]1CN(C)C(=O)NC1CCCCC1 | 13.3
COC(=O)[C@]1(C#N)CC(=O)N([C@H](c2ccccc2)[C@H](O)c2ccccc2)[C@@H]1c1ccccc1 | -9.7
NC(=O)c1cccc(-c2csc(C(O)c3ccccc3)n2)c1 (stereo not drawn) | 48.3
CSc1ccc(CN2CCC(C)(Oc3ccc(F)cc3)C2)cc1 (stereo not drawn) | 5.0
C#CCN(C[C@H]1[C@H](OC(=O)NC2CC2)[C@H](OC(=O)NC2CC2)C[C@H]2C(=O)N(c3ccccc3)C(=O)[C@@H]12)S(=O)(=O)c1ccc(C)cc1 | -3.2
O=C(Nc1ccc(F)c(Cl)c1)Nc1nnc([C@@H]2O[C@H](CO)[C@@H](O)[C@H]2O)s1 | -17.0
COc1ccc(Cl)c(-c2cc(C(=O)Nc3ccc(F)cc3)[nH]n2)c1 | 10.3
COc1ccc(-n2ncc(C(C)NS(=O)(=O)c3cc(C)sc3C)c2C)cc1 (stereo not drawn) | -26.5
Cc1noc(C)c1NC(=O)N(C)C[C@@H]1OCc2cn(nn2)CCCC(=O)N([C@@H](C)CO)C[C@H]1C | -5.9
C[C@@H]1CN([C@H](C)CO)C(=O)CCCn2nncc2CO[C@@H]1CN(C)S(=O)(=O)c1ccccc1 | 28.4
CSC[C@H]1CN(CCc2ccccc2)C(=O)[C@@H]1CC(=O)Nc1ccccc1 | -7.0
COc1cccc(NC(=O)C2CCN(S(=O)(=O)c3ccc(N4CCCC4=O)cc3)CC2)c1 | -0.4
CN1CCC(N2CCN(C3CN(Cc4cn(Cc5ccc(C(F)(F)F)cc5)nn4)S(=O)(=O)C3)CC2)CC1 (stereo not drawn) | -23.7
COc1cc(OC)nc(C(NC(=O)C2CCN(Cc3ccc(Oc4ccccc4)cc3)CC2)c2ccccc2C)n1 (stereo not drawn) | 28.2
O=C(O)c1cccc(C(=O)O)c1S(=O)Cc1ccccc1 (stereo not drawn) | -66.0*
COc1cccc(-c2cc3nc(NCc4ccccc4OC)n(C)c(=O)c3s2)c1 | -13.2

Rewritten as labelled records: three of the compounds above
Cc1noc(C)c1NC(=O)N(C)C[C@@H]1OCc2cn(nn2)CCCC(=O)N([C@@H](C)CO)C[C@H]1C
  HCMV inh = -5.9
C[C@@H]1CN([C@H](C)CO)C(=O)CCCn2nncc2CO[C@@H]1CN(C)S(=O)(=O)c1ccccc1
  HCMV inh = 28.4
CSC[C@H]1CN(CCc2ccccc2)C(=O)[C@@H]1CC(=O)Nc1ccccc1
  HCMV inh = -7.0

(cont.)
SMILES | HCMV inh
CC1(C(=O)NS(=O)(=O)c2cccc(Cl)c2)CCN1C(=O)CCc1ccc(Cl)cc1Cl (stereo not drawn) | 6.2
O=c1[nH]c(=O)n2ncnc2[nH]1 | -2.4
C[C@H]1CN([C@@H](C)CO)C(=O)c2cc(Br)cnc2O[C@@H]1CN(C)C(=O)NC1CCCCC1 | 8.3
O=C1C=C(C#Cc2ccc(Oc3ccccc3)cc2)C[C@@H](c2ccc(F)cc2)C1 | -24.4
COc1ccc(-c2c(N)cnc(C(=O)O)c2C)c(OCc2ccccc2)c1OC | 1.3
CCOC(=O)C1=CCN(S(=O)(=O)c2ccccc2Cl)C1c1cccc(Br)c1 (stereo not drawn) | -26.0
CC(=O)O[C@@H]1C[C@H](c2ccccc2)OC(=O)CCCCC1=O | -7.5
CC(=O)Nc1ccc(NC(=O)c2ccc(-c3ccnn3C)c3ccoc23)cc1 | 12.3
O=C(C(=O)N1CCN(C(=O)c2ccco2)CC1)c1cc2ccccc2o1 | 12.5
OC[C@@H]1CN(Cc2cccnc2)C[C@H](n2cnc3c(N4CCOCC4)ncnc32)O1 | -1.1
Cc1cc(C(O)c2ncc(-c3cccc4ccccc34)[nH]2)ccc1F (stereo not drawn) | 19.8
c1ccc(-c2nc3ccccc3nc2-c2nc3ccccc3[nH]2)cc1 | 4.7
CC(=O)Nc1cccc(-c2ccnc3c2CC(C(=O)Nc2cccc(Oc4ccccc4)c2)O3)c1 (stereo not drawn) | -4.2
CC(C)(C)NC(=O)C1c2ccccc2OCC(=O)N1Cc1ccc2c(c1)OCO2 (stereo not drawn) | -9.5
COc1cc(F)ccc1-c1cc(C(=O)NCc2ccc(F)cc2)[nH]n1 | -37.9
C(=CCSc1ccccn1)CSc1ccccn1 | 5.8
CC(C)(C)c1cc2nc(NCCOc3ccccc3)ccn2n1 | 25.1
CCC(CC)C(=O)N(C)c1c(C)nc2c(OCCOc3ccc(F)cc3)cccn12 | -92.1*
O=C(OCC(=O)N1CCC(Cc2ccccc2)CC1)c1ccc(O)cc1 | 2.9
CN(C)CCNc1ncnc2c1ncn2[C@H]1CN(Cc2cccnc2)C[C@@H](CO)O1 | 33.4
Cc1cccc(C)c1N1C(=O)c2ccccc2NC(=O)C1C(=O)NCCc1ccccc1 (stereo not drawn) | -12.2
CCOC(=O)CCCCCC(=O)Nc1ccc2c(c1)C(=O)N([C@@H](C)CO)C[C@H](C)[C@H](CN(C)C(=O)Nc1ccc(F)cc1)OCCCC[C@H](C)O2 | 3.0
COc1cc(CNC[C@H]2O[C@@H](n3ccc(N)nc3=O)[C@H](O)[C@@H]2O)ccc1OCc1cccc(Cl)c1 | 9.1
CCCCCCCCN1C(=O)[C@H](CC(=O)NCC23CC4CC(CC(C4)C2)C3)C[C@@]2(C(=O)OCC)CCC=C12 | 7.5
CCCCN1C(=O)N(c2ccc(Br)cc2)C(=O)C1c1nnnn1-c1c(C)cccc1Cl (stereo not drawn) | -13.4

From PubChem

Some of the compounds tested; rates above refer to the full screens.
